# KKLEB tox: CF airway cell cytotoxicity counter-screen | 360,000 tested, 0.36% active | activity change (cytotoxicity), % at 5 µM | KKLEB CF airway cells viability, ATPlite luminescence, overnight; stronger effect = lower value; cells stimulated with P. aeruginosa culture filtrate;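 active means corrected activity change at or below -50% at 5 µM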
# NR2E3 ag-1: activates human photoreceptor nuclear receptor NR2E3. Q9Y5X4. GST-NR2E3/biotin-RetCOR TR-FRET, 1536-well. inhibition of corepressor binding, % at 4.78 µM. 320,000 tested, 0.12% active. AID 2300;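 active means percent inhibition above the cutoff of mean plus 3 SD of all tested compounds, set per screening campaign, cut at about 20% in these data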;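 further: 0% = DMSO wells and 100% = biotin wells as full block of FRET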
# Target sequence (Q9Y5X4 whole entry, looked up): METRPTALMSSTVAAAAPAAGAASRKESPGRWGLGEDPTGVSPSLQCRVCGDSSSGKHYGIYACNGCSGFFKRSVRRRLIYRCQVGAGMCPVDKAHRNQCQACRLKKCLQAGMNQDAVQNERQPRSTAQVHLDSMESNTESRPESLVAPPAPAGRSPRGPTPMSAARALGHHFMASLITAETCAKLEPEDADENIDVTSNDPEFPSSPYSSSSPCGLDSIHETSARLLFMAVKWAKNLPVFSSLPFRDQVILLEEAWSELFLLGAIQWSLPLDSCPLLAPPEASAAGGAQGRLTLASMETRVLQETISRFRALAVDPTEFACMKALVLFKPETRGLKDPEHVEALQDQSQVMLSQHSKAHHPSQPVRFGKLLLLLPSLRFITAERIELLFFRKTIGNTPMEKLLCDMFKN
#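 Material: NR2E3–RetCOR corepressor complex / Incubation: Compound–protein incubation for 5 h at 4 °C / Dosing: compound at 4.8 µM, single dose / Detection: time-resolved FRET / Benchmarks: high control biotin, low control 0.6% DMSO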
# CF NFkB inh: inhibitors of cystic fibrosis induced NF-kB; KKLEB NF-kB-GFP reporter, PAF-induced, GFP fluorescence overnight; 360,000 tested, 0.86% active; inhibition, % at 5 µM; AID 588850;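 active means at least 50% inhibition at 5 µM, scaled per plate between neutral and stimulator controls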;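 further: PAF is a Pseudomonas aeruginosa culture filtrate used as stimulus; plate controls were PAF-stimulated DMSO wells for no effect and unstimulated DMSO wells for full effect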
# iPSC survival up: enhancers of human iPSC single-cell survival | hiPSC single-cell survival, ATPlite luminescence; 100% = ROCK inhibitor wells, 0% = DMSO | survival enhancement, % at 20 µM | 360,000 tested, 0.044% active; in the data active means survival enhancement above about 18%;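 further: cells exposed to compounds for 16 hours before the ATP read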
# aDG glyco up: alpha-DG glycosylation activation; Pro5-aDG cells, alpha-DG glycosylation AlphaScreen (IIH6); 0% Pro5, 100% B10-LARGE cell signal; activation, % at 10 µM; 360,000 tested, 0.22% active; AID 624168;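 active means activation of at least 8% versus controls, or a plate z-score of at least 8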;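 further: Pro5 are CHO cells carrying HIG-tagged alpha-DG that lacks glycosylation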
# MITF TRPM1 inh: reduces MITF-dependent TRPM1 promoter luciferase signal. 330,000 tested, 0.83% active. inhibition, % at 12.5 µM. SK-MEL-5 TRPM1 promoter luciferase, 24 h. AID 488899;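 active means mean inhibition across replicates of 60% or more, whatever share of single replicates reaches that level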; further: values of inactives mirror those of a sister screen read the other way
# Shn3 inh set2: reduces Shn3 3'UTR luciferase signal in osteoblasts; Clone20 osteoblast Shn3 3'UTR firefly luciferase, 24 h; inhibition, % at 12.5 µM; 360,000 tested, 0.52% active; AID 588674;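 active means mean inhibition of at least 75% with every replicate also reaching 75%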;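 further: 0% = median of neutral control wells and 100% = pilot-screen positive control compound; some compounds past the cut are filed as inactive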
# Peg3 promoter: inhibitors of Peg3 promoter; HeLa PEG-Prom luciferase reporter, luminescence, overnight; inhibition, % at 20 µM; 360,000 tested, 1.7% active; AID 588405;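 active means inhibition of at least 50% at 20 µM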
# NR2E3 ag-2: activates human NR2E3 receptor; Q9Y5X4; CHO-S Gal4-NCOR/VP16-NR2E3 two-hybrid, luciferase; inhibition of corepressor binding, % at 3.98 µM; 360,000 tested, 0.35% active; AID 602229;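 active means inhibition above the mean of all tested compounds plus 3 SD, cut at about 70% in these data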;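 further: 0% = DMSO with NR2E3 transfected cells and 100% = cells lacking NR2E3 construct; higher means lower luciferase signal from less NR2E3 corepressor binding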
# TWEAK Fn14 block: blocks TWEAK-Fn14 interaction in a reporter cell assay. AID 1159606. TWEAK-stimulated Fn14 reporter cells, luciferase luminescence, 8 h. 360,000 tested, 2% active. inhibition, % at 10 µM; in the data active means inhibition above about 50%
# HIF-2a block: HIF-2a inhibition; AID 624352; inhibition, % at 18.8 µM; 786-0 RCC cells HIF-2a reporter, luciferase luminescence, overnight; 360,000 tested, 0.72% active;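 active means inhibition of the luminescence signal of 40% or more relative to plate controls, in a single-dose primary screen at 18.75 µM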
# Active calls of the source: *; / = no result given; & = joins results of further samples; ! = a repeat was not active.
no.	Molecule	CF NFkB inh	NR2E3 ag-2	iPSC survival up	HIF-2a block	Shn3 inh set2	Peg3 promoter	MITF TRPM1 inh	NR2E3 ag-1	KKLEB tox	TWEAK Fn14 block	aDG glyco up
1	COc1cc(OC)c2cc(C(=O)N[C@H](C(=O)N3CCC[C@H]3C(=O)O)C(C)C)n(C)c2c1	-36	-2	-0.7	0	6	-3	17	-1	15	0	0.3
2	Cc1ccc(S(=O)(=O)N2CCN(C(=O)CSc3ncc(C(F)(F)F)cc3Cl)CC2)cc1	1	-1	-2.1	5	-3	20	20	-4	0	7	0.2
3	Cc1cc(=O)oc2cc(OCC(=O)NC(Cc3c[nH]c4ccc(O)cc34)C(=O)O)c(Cl)cc12 (centres undefined)	0	-11	1.4	12	8	-2	0	-3	9	1	0.1
4	CC(=O)NS(=O)(=O)c1ccc(NC(=O)C(C)NS(=O)(=O)/C=C/c2ccccc2)cc1 (centres undefined)	-2	-14	0.1	13	2	-4	8	/	1	-3	-0.3
5	CC1CCN(C(=O)COc2ccc3ccccc3c2Br)CC1	34	-11	-0.4	-220	-30	-209	-36	1	-10	-33	0.1
6	COc1ccc(-n2ncc3c2CC(C)(C)CC3NC(=O)CSc2ccccn2)cc1 (centres undefined)	-2	-21	0.1	14	7	17	7	-2	8	6	0.1
7	COc1ccc(OCC(O)CNC(=O)/C=C/c2cccc([N+](=O)[O-])c2)cc1 (centres undefined)	-12	2	-0.5	13	20	8	0	2	2	0	-0.4
8	O=C1CCCN1CCC(=O)N1CCCC(Nc2ccc(F)cc2)C1 (centres undefined)	-17	-21	-0.3	15	8	5	-11	5	15	13	-0.2
9	COc1ccccc1-c1cnc(C(O)c2c(C)cc(C)cc2C)[nH]1 (centres undefined)	-40	-20	-2.4	18	5	18	/	/	8	-3	0.4
10	CN(C)c1ccc(C(O)c2cc3ccccc3s2)cc1 (centres undefined)	49	-147	1.2	-266	-33	-189	-14	/	-21	0	1.6
11	CCOc1ccc(OCCC(=O)N2CCN(S(=O)(=O)c3cccc(F)c3)CC2)cc1	4	27	1.6	3	2	20	8	1	-5	9	0.8
12	Cc1ccc(S(=O)(=O)NCCC(=O)NC2CCN(Cc3ccccc3)CC2)cc1	-32	12	-0.2	15	12	5	-2	2	1	-1	-0.1
13	CCn1c(=O)cc(OCC(=O)NC2CC2)c2ccccc21	-16	-6	0.4	-5	8	-10	-8	0	-8	-5	-0.1
14	CC(=O)N1c2ccc(S(=O)(=O)N3CCCCC3)cc2CC1C (centres undefined)	-23	11	-0.3	7	9	-3	-5	3	-1	5	0.9
15	CCN(CC)c1nc(N)n(CCSC(=S)N(C)C)c(=O)n1	5	-11	-0.7	13	-13	15	1	0	-1	18	-0.1
16	COc1cc(OC)c2c(C)cc(=O)oc2c1C(CCN1CCOCC1)c1ccc2c(c1)OCO2 (centres undefined)	1	6	-0.5	-1	11	-15	6	2	-15	6	-0.1
17	CC(=O)c1ccc(NC(=S)NN2C(C)CCCC2C)cc1 (centres undefined)	-20	0	-0.5	11	6	-7	4	-2	10	-8	0.2
18	CCOc1ccccc1CNS(=O)(=O)c1ccc(-c2cnc(C3CC3)o2)cc1	46	85*	-0.4	23	66	17	38	-4	-28	33	0.2
19	CC1CN(c2ccc(NC(=S)NNCCC#N)cc2)CC(C)O1 (centres undefined)	-10	-5	0.0	17	2	14	-7	2	2	-4	-0.1
20	CCC(Oc1ccccc1)C(=O)Nc1nnc(S(=O)(=O)N2CCCC2)s1 (centres undefined)	-13	16	-0.8	10	7	15	-3	12	-5	21	-0.2
21	C/C(=N\NC(=O)c1ccc(Cl)cc1)c1cccnc1	9	-34	-0.3	-178	-50	-160	-60	1	1	-10	0.0
22	CCN(CC)S(=O)(=O)c1ccc(OC)c(NC(=O)C2CC(=O)N(c3ccc4c(c3)OCCO4)C2)c1 (centres undefined)	16	-22	-0.5	7	6	13	7	5	2	2	-0.2
23	O=C(NCc1ccco1)c1ccc(Cn2c(=S)[nH]c3ccccc3c2=O)cc1	-9	-40	-0.9	3	1	10	5	-2	-9	1	0.0
24	COC(=O)c1cc(NS(=O)(=O)c2ccc(Cl)c(N3C(=O)c4ccc(C(=O)O)cc4C3=O)c2)cc(C(=O)OC)c1	-1	-22	-0.4	17	9	7	-9	0	9	-6	0.3
25	O=C(/C=C\Nc1ccc(Br)cc1)c1cccnc1	-17	-143	-2.9	-115	-38	-117	-37	2	-32	8	-0.1
26	COc1ccc(N(CC(=O)N2CCN(C)CC2)S(C)(=O)=O)cc1OC	-14	-16	2.5	-1	4	8	-15	-2	4	6	-0.1
27	CC1(C)CC(Nc2ccc(Nc3ccccc3)cc2)CC(C)(C)N1	35	-6	-0.6	13	9	-12	1	/	-12	-25	-0.4
28	Cc1cccc(C2CC(c3ccc(F)cc3)Nc3nc(N)nn32)c1 (centres undefined)	8	-21	-2.6	9	0	2	0	0	3	1	0.0
29	COc1cccc(/C=N/NC(=O)c2c(-c3ccccc3)noc2C)c1O	7	-41	0.4	-7	88*	55*	47	0	-11	-42	1.5
30	COCCNC(=O)CCCCCN1C(=O)CCC1=O	0	-2	-0.5	3	4	-7	3	3	-11	-2	0.0

# Another view of 9 compounds above.
22: CCN(CC)S(=O)(=O)c1ccc(OC)c(NC(=O)C2CC(=O)N(c3ccc4c(c3)OCCO4)C2)c1 (centres undefined)
23: O=C(NCc1ccco1)c1ccc(Cn2c(=S)[nH]c3ccccc3c2=O)cc1
24: COC(=O)c1cc(NS(=O)(=O)c2ccc(Cl)c(N3C(=O)c4ccc(C(=O)O)cc4C3=O)c2)cc(C(=O)OC)c1
25: O=C(/C=C\Nc1ccc(Br)cc1)c1cccnc1
26: COc1ccc(N(CC(=O)N2CCN(C)CC2)S(C)(=O)=O)cc1OC
27: CC1(C)CC(Nc2ccc(Nc3ccccc3)cc2)CC(C)(C)N1
28: Cc1cccc(C2CC(c3ccc(F)cc3)Nc3nc(N)nn32)c1 (centres undefined)
29: COc1cccc(/C=N/NC(=O)c2c(-c3ccccc3)noc2C)c1O
30: COCCNC(=O)CCCCCN1C(=O)CCC1=O

assay / entry | 22 | 23 | 24 | 25 | 26 | 27 | 28 | 29 | 30
CF NFkB inh | 16 | -9 | -1 | -17 | -14 | 35 | 8 | 7 | 0
NR2E3 ag-2 | -22 | -40 | -22 | -143 | -16 | -6 | -21 | -41 | -2
iPSC survival up | -0.5 | -0.9 | -0.4 | -2.9 | 2.5 | -0.6 | -2.6 | 0.4 | -0.5
HIF-2a block | 7 | 3 | 17 | -115 | -1 | 13 | 9 | -7 | 3
Shn3 inh set2 | 6 | 1 | 9 | -38 | 4 | 9 | 0 | 88* | 4
Peg3 promoter | 13 | 10 | 7 | -117 | 8 | -12 | 2 | 55* | -7
MITF TRPM1 inh | 7 | 5 | -9 | -37 | -15 | 1 | 0 | 47 | 3
NR2E3 ag-1 | 5 | -2 | 0 | 2 | -2 | / | 0 | 0 | 3
KKLEB tox | 2 | -9 | 9 | -32 | 4 | -12 | 3 | -11 | -11
TWEAK Fn14 block | 2 | 1 | -6 | 8 | 6 | -25 | 1 | -42 | -2
aDG glyco up | -0.2 | 0.0 | 0.3 | -0.1 | -0.1 | -0.4 | 0.0 | 1.5 | 0.0

# Other records follow.
no.	Molecule	CF NFkB inh	NR2E3 ag-2	iPSC survival up	HIF-2a block	Shn3 inh set2	Peg3 promoter	MITF TRPM1 inh	NR2E3 ag-1	KKLEB tox	TWEAK Fn14 block	aDG glyco up
31	Cc1ccc2cc(CCNC(=O)c3cccs3)c(=O)[nH]c2c1C	11	-150	1.4	-247	-24	-301	/	-2	-26	-11	0.0
32	OCC[C@H]1C[C@@H](O)[C@H](O)[C@]2(OCCCc3ccccc32)O1	21	-29	-0.3	6	-4	-13	-10	-1	1	-16	-0.2
33	CCN(CC)CCOc1ccc(/C(=C(/Cl)c2ccccc2)c2ccccc2)cc1	39&23	12&14	-0.1&-1.7	-7&-3	9&31	102*!	11&5	-1&4	3&-1	-10&0	0.6&0.4
34	COc1ccccc1Oc1ccc(S(=O)(=O)Nc2cccnc2)cc1	2	96*	-1.1	-3	37	15	16	-1	0	30	2.1
35	CN1CCN(S(=O)(=O)c2ccc(Cl)cc2)CC1	17&-3	-5&-3	-1.2&-0.4	8&18	10&2	1&9	8&4	1	-2&15	-11&14	-0.1&-0.2
36	COc1ccc(CN(C)C(=O)c2cc(-c3ccccc3)nc3ccc(C)cc23)c(OC)c1	12	-7	1.7	-35	40	98*	/	/	-10	53*	-0.5
37	COc1ccc(C(=O)CN2C(=O)NC3(CCCc4ccccc43)C2=O)c(OC)c1 (centres undefined)	14	12	-0.5	12	3	-11	-8	0	-13	-15	0.0
38	CC1(C(=O)NCCC#N)CCN1C(=O)C1(c2ccccc2)CC1 (centres undefined)	11	9	-1.8	19	-29	-5	/	/	-12	4	2.3
39	CCN(CC)CCNc1ncnc2c1sc1nc(N3CCOCC3)c3c(c12)CC(C)(C)SC3	38	20	-4.2	34	22	104*	-6	3	-41	-84	1.0
40	O=C(Nc1ccc(Cl)cc1)Nc1nnc(/C=C/c2ccccc2)s1	51*	-7	-0.1	-16	37	34	26	0	-33	47	-0.2
41	Cc1cc(C(=O)N/N=C/c2c(C)n(C)c3ccccc23)n[nH]1	8	-10	5.7	-5	4	23	4	-2	12	-4	-0.4
42	O=C(NCCCn1ccnc1)c1cc(-c2ccc3c(c2)OCO3)on1	3	-25	-2.7	-69	22	-41	-25	2	-6	-21	0.2
43	Cc1ccccc1NC(=O)CN1CCC(C(=O)c2ccc3c(c2)OCCO3)CC1	17	-18	-0.3	4	25	19	5	3	-3	-8	0.2
44	Cc1c(C(=O)N2CCOCC2)sc2ncnc(N3CCc4ccccc4C3)c12	6	-28	-0.8	10	-2	6	2	2	6	2	0.1
45	O=C1NNC(c2ccccc2)=N/C1=C\c1ccco1	-20	-18	-0.1	7	/	-1	15	-1	-1	11	0.0
46	S=C(NCc1ccco1)N1CCN(C(c2ccccc2)c2ccccc2)CC1	12	1	2.3	16	8	9	3	-1	4	11	0.1
47	COc1cn(-c2ccccc2)nc1C(=O)Nc1ccccc1	-16	-98	0.0	-170	-26	-204	-20	7	-8	-42	-0.1
48	CCN1CCN(C(=O)c2cc(-c3cccnc3)nc3ccc(Br)cc23)CC1	0	-9	-1.5	6	5	24	-4	6	-7	23	-0.4
49	Nc1nc(-c2ccc(Cl)cc2Cl)cn1N	2	-19	-0.3	-23	-2	-52	12	1	1	4	0.0
50	Cc1cccc(N2CCN(C(=O)c3ccc4c(c3)OCCO4)CC2C)c1 (centres undefined)	6	-5	-0.6	9	-19	8	-10	0	0	-2	0.0
51	CC(=O)c1ccc(/C=C/c2nc3ccccc3n2C)o1	-20	-116	-0.7	-288	-80	-207	/	7	9	12	0.0
52	COc1ccc(C(C)NC(=O)c2ccncc2)cc1 (centres undefined)	11	-25	-0.6	8	4	-8	-8	1	6	15	0.0
53	Cn1c(N)c(C(=O)COc2ccc(C#N)cc2)c(=O)n(C)c1=O	-50	-10	0.4	3	-3	2	-13	3	21	-7	-0.1
